# RECQ1 inh = RECQ1 (human) helicase inhibition; 0.54% of 240,000 active; Potency, µM (doses to about 57.3 µM), inactives show at the top dose activity, negative = inhibition, actives largely listed as inhibitors; RECQ1 DNA unwinding, red fluorescence kinetic read;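 further: plate controls were vehicle for no effect and no enzyme for full effect; nearly all actives have a fitted effect of over 30% in size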
#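 RECQ1T1 50 nM; forked duplex (20 bp + 30-nt ss tails) 200 nM, ATP 2 mM final; pH 8.0, 2 mM MgCl2, 2.5 ug/ml poly(dI-dC); 15 min compound preincubation; discontinuous kinetic read over 2 h at RT.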
# L3MBTL1 inh = inhibitors of human L3MBTL1. AID 485360. Q9Y468. 0.66% of 230,000 active. Potency, µM (series often up to 57.1 µM), without a hit: at the highest dose activity, negative = inhibition, usual class: inhibitors. AlphaScreen L3MBTL1–H3K9me1 peptide binding; further: nearly all actives have a fitted effect of over 60% in size
#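 AlphaScreen assay: L3MBTL1 (50 nM final) was preincubated 30 min at room temperature with biotinylated H3(1-15)K9me1 peptide (75 nM final), then 30 min with library compounds; streptavidin donor and nickel chelate acceptor beads (10 ug/mL final) added, 30 min dark.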
# TRb-SRC2 inh = disrupts binding of human TR beta to SRC2 | 0.065% of 280,000 active | TRbeta-SRC2 peptide binding, fluorescence polarization; receptor liganded with 1 µM T3 | Potency, µM (top dose mostly 106 µM), inactives show at the top dose activity change, negative = inhibition, usual class: inhibitors | AID 1469 | P10828;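 further: plate controls were bound peptide for no effect and peptide without receptor for full effect; nearly all actives have a fitted effect of over 50% in size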
# Target sequence (P10828 whole entry, looked up): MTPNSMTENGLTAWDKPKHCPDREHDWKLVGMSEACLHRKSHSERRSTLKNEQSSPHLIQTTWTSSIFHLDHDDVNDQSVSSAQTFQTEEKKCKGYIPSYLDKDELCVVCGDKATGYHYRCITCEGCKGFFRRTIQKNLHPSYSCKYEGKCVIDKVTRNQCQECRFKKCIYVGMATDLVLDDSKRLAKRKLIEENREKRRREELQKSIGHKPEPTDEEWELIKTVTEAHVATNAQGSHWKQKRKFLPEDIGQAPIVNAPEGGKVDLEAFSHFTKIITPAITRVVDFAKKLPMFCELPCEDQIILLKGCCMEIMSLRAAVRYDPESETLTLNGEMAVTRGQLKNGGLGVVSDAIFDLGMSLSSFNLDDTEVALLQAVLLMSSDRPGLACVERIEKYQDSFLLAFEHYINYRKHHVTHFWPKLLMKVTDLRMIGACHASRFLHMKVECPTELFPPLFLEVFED
#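 Assay buffer: 20 mM Tris-HCl, 100 mM NaCl, 10% glycerol, 1 mM EDTA, 0.01% NP-40, 1 mM DTT, 1 uM T3, 5% DMSO; TRb LBD 0.6 uM, Texas Red SRC2 20 nM; FP after 5 hr.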
# KDM4E inh = blocks human JMJD2E demethylase activity. B2RXH2. JMJD2E catalytic domain, FDH-coupled NADH fluorescence (FDH is formaldehyde dehydrogenase). Potency, µM (titrated, usually from 57.1 µM), for inactives: at the highest dose activity change, negative = inhibition, actives largely listed as inhibitors. 1.6% of 230,000 active; active means well fitted inhibition curve with a large enough effect, not every such curve was filed as active; inconclusive means small, poorly fitted or top-dose-only effect, or another doubt; inactive means no such curve, though single readings can be large or run the other way;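 further: 0% = wells with enzyme and -100% = buffer wells without enzyme; nearly all actives have a fitted effect of over 50% in size; many of its hits are not listed in these tables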
# Tau fibril ThT = tau fibrillization inhibition (ThT binding) | P10636 | Potency, µM (titrated, usually from 57.4 µM), for inactives: top-dose activity, negative = inhibition, usual class: inhibitors | 2.1% of 270,000 active | recombinant tau K18 P301L (four-repeat tau fragment), heparin-induced fibrillization, ThT fluorescence; further: nearly all actives have a fitted effect of over 55% in size
# Target sequence (P10636 561-689 P618L limits assumed): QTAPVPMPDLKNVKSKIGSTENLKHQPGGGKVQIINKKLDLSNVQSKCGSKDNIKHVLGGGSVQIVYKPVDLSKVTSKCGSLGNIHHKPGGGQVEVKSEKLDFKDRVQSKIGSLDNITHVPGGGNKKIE
#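 Heparin-induced (20 uM) aggregation of recombinant human K18 P301L tau, 15 uM unlabeled with 0.24 uM labeled, pH 7 acetate buffer, 6 hr at 37 C with compound. Fibrils quantified by 30 uM ThT fluorescence after 1 hr ambient incubation.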
# Tau fibril FP = tau fibrillization inhibition (FP). P10636. K18 P301L tau heparin fibrillization, Alexa594 FP, 6 h. Potency, µM (highest dose often 57.7 µM), for the others: at the highest dose activity, negative = inhibition, most hits filed as inhibitors. 0.39% of 280,000 active. AID 1468; further: nearly all actives have a fitted effect of over 55% in size
#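 K18 P301L tau (15 uM unlabeled/0.24 uM Alexa 594-labeled, final) + compound + heparin 20 uM final; 100 mM NaOAc pH 7; 6 hr 37 C; ThT 30 uM final added, 1 hr RT; FP ex 555/em 632 nm.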
# TexasRed fluor = counter-screen for TRb-SRC2 inhibitors: fluorescence interference; TRb/SRC2 Texas Red total fluorescence interference; Potency, µM (series often up to 106 µM), for inactives: at the highest dose fluorescence change, negative = quenching; 0.29% of 280,000 active; active means well fitted curve in either direction with a large enough effect; inconclusive means small, poorly fitted or top-dose-only effect
#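 Flags fluorescent or light-absorbing compounds by total fluorescence, S + 2P, at 555 nm excitation and 632 nm emission. Mixture: 20 nM Texas Red SRC2 peptide, 0.6 uM human TRb LBD, 1 uM T3, 5% DMSO; compound exposure 5 h at ambient temperature.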
# GoLoco inh red = RGS12 GoLoco-Gai1 interaction inhibition; P63096; Potency, µM (doses to about 61.6 µM), inactives show at the highest dose activity, negative = inhibition, usual class: inhibitors; Gai1:RGS12 GoLoco peptide FP, rhodamine, 10 min; 0.44% of 230,000 active; AID 880; active means well fitted inhibition curve with a large enough effect, not every such curve was filed as active; inactive means no such curve, though single readings can be large or run the other way; further: nearly all actives have a fitted effect of over 30% in size; many of its hits are not listed in these tables
# Target sequence (P63096 whole entry, looked up): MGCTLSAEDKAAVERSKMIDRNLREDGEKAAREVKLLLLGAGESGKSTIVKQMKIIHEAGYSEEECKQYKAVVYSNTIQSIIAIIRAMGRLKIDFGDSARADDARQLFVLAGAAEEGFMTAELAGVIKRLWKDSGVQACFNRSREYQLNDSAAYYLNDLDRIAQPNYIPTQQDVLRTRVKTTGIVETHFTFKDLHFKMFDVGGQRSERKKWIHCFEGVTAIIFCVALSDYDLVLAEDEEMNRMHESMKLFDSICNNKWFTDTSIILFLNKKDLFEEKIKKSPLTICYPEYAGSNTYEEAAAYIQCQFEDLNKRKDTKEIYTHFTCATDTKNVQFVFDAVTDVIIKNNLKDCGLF
# Active calls of the source: *; i = inactive; ? = inconclusive; · = not tested or not shown; & = joins results of further samples; [ ] = dose if it differs, or a comment. Unless noted, the call rests on the fitted dose curve; in most records, active means well fitted curve in the direction sought with a large enough effect; inconclusive means small, poorly fitted or top-dose-only effect, or another doubt; inactive means no such curve, though single readings can be large; an effect the other way counts as inactive or inconclusive. Unless noted, on the % scale 0 is the no-effect control and ±100 the full control effect; potency means the concentration at half of the fitted maximal effect. An excerpt; the hit share may differ from the screen's.
# Values run as follows: TexasRed fluor	L3MBTL1 inh	Tau fibril ThT	KDM4E inh	TRb-SRC2 inh	GoLoco inh red	RECQ1 inh	Tau fibril FP
CCCn1c(SCc2cc(=O)oc3ccc4ccccc4c23)n[nH]c1=O
  -0.7%	-1.5%	-13.6%	?	2.3%	-4.3%	-11.2%	-4.7%
Cn1c(=O)cc(OCC(=O)N2CCN(c3cccc(C(F)(F)F)c3)CC2)c2ccccc21
  1.0%	-10.7%	3.6%	0.7%	-22.0%	-30.5%	i	3.0%
Cc1nn(-c2ccccc2)c(N)c1C1(O)C(=O)N(C)c2ccccc21 (stereo unspecified)
  -2.0%	8.2%	-9.2%	7.9%	3.6%	1.2%	2.8%	10.2%
CN=C(Nc1ccccc1)SC1CC(=O)N(c2cccc(OC)c2)C1=O (stereo unspecified)
  -0.8%	-21.3%	14.8%	-3.7%	-9.3%	-6.0%	13.7%	-0.3%
COc1ccc(C(=O)C2CCCN(C(=O)c3cc4nc(C)cc(C)n4n3)C2)cc1F (stereo unspecified)
  -0.3%	10.6%	-7.5%	?	2.1%	10.2%	-0.5%	-7.8%
CCOC(=O)C1=C(C)NC(C)=C(C(=O)OCC)C1C(=O)OCC(=O)c1ccc2c(c1)OCCO2
  -5.3%	-3.2%	-12.9%	?	-5.5%	5.5%	-6.1%	-3.5%
CCOc1ccc(/C=C/c2nc(C#N)c(N(C)C)o2)cc1
  -1.8%	·	?	·	11.8%	·	·	3.7%
O=C(NCCn1ccc2ccccc21)c1ccc2c(c1)OCO2
  -2.2%	-4.1%	-9.1%	-0.9%	-0.6%	2.6%	3.0%	4.7%
Cc1csc2nc(CCNS(=O)(=O)c3ccc4c(c3)OCCO4)cn12
  0.8%	-4.6%	-6.7%	-3.2%	-1.7%	7.4%	-10.8%	2.7%
COc1cc(OC)cc(C(=O)OCn2nnc3ccccc3c2=O)c1
  -1.6%	5.1%	-3.4%	-4.4%	3.2%	-5.7%	-2.1%	5.0%
COc1ccc2c(c1)c1ncn(CCCN3CCOCC3)c(=O)c1n2C
  -3.9%	·	-2.0%	?	-20.2%	3.5%	-8.1%	-2.4%
CS(=O)(=O)c1ccccc1C(=O)N1CCN(Cc2ccccc2)CC1
  -0.1%	9.0%	-2.4%	0.5%	-0.7%	5.9%	-8.3%	-2.1%
CCOc1ccc(N2CC(C(=O)OCC(=O)NCc3ccccc3)CC2=O)cc1 (stereo unspecified)
  -1.3%	8.9%	-4.3%	4.7%	-4.5%	-6.0%	-10.4%	0.6%
Cc1cccc(OCc2n[nH]c(=S)o2)c1C
  0.2%	1.4%	-12.4%	3.3%	6.9%	6.2%	-18.6%	-8.7%
O=C(Cc1ccc(Cl)cc1)Nc1ccc2oc(-c3ccc(F)cc3)nc2c1
  -32.3%	·	8.3%	·	-9.0%	·	·	?
CC(=O)c1ccc(-n2nncc2C)cc1
  0.6%	0.2%	-0.2%	7.4%	-5.5%	4.5%	i	5.5%
Cc1nc2c(S(=O)(=O)c3ccccc3)cnn2c(C)c1C
  -0.8%	1.4%	3.3%	?	-1.4%	3.6%	-9.9%	2.2%
Cc1ccc2cc(CCNC(=O)c3c(-c4ccccc4Cl)noc3C)c(=O)[nH]c2c1
  -3.6%	7.2%	-6.3%	?	-4.8%	0.2%	-5.2%	0.1%
O=c1[nH]c(N/N=C\c2ccc(F)cc2)nc2ccccc12
  -0.3%	10.7%	?	?	-5.7%	11.9%	i	3.7%
O=C(CCCn1c(SCC(=O)c2ccc(O)c(O)c2)nc2ccccc2c1=O)NCC1CCCO1 (stereo unspecified)
  -3.5%	?	?	8.91µM*	4.9%	-15.4%	14.1µM*	6.7%
Cc1nc(NC(=O)c2cccnc2)ccc1Br
  2.7%	·	-10.8%	14.0%	3.2%	0.3%	4.8%	-1.0%
CCS(=O)(=O)NCCc1cc2c(OC)ccc(OC)c2[nH]c1=O
  1.8%	-12.6%	0.6%	-6.1%	-8.7%	0.2%	-3.6%	7.2%
CC(=O)Nc1ccc(OS(=O)(=O)c2cc(Cl)ccc2C)cc1
  -2.1%	8.3%	0.7%	6.3%	-3.6%	1.5%	i	?
CNC(=O)c1ccccc1S(=O)c1ccccc1COC(C)=O (stereo unspecified)
  -0.4%	·	·	7.5%	7.4%	-3.6%	-5.0%	-3.3%
Cc1ccc(C(=O)CN(C(=O)c2ccc(Cl)cc2)N2C(=O)c3ccccc3C2=O)cc1
  0.2%	3.6%	-13.8%	-7.7%	-0.8%	-1.9%	-4.2%	-4.1%
CCCCC[C@H](O)/C=C/[C@H]1C=CC(=O)[C@@H]1C/C=C\CCCC(=O)O
  -8.7%&-0.9%&-2.8%	?	-2.1%&-14.3%&-11.5%	-12.7%&-5.8%	-5.3%&4.0%&-6.6%	8.4%&9.1%&3.0%	-7.8%&-11.3%	0.0%&-4.9%&-1.7%
Nc1nc(SCC(=O)OCc2ccccc2)[nH]c(=O)c1NC(=O)c1ccco1
  -7.4%	4.9%	-1.9%	11.0%	-5.3%	7.7%	0.5%	3.9%
CC(=O)c1ccc(N(C(=O)CS(=O)CC(=O)Nc2ccc(F)cc2)C(C(=O)NC2CCCCC2)c2cccs2)cc1 (stereo unspecified)
  -2.0%	5.7%	-18.5%	?	2.2%	3.0%	-9.3%	?
O=C(c1ccc(C(F)(F)F)cc1)N1CCC(c2noc(-c3ccc(S(=O)(=O)N4CCCC4)cc3)n2)CC1
  -1.3%	·	-7.9%	·	0.6%	·	·	10.5%
COc1ccc(CCN2C(=O)CSC2c2ccc(OC)c(OC)c2)cc1OC (stereo unspecified)
  -1.4%	-5.5%	-4.9%	4.5%	-3.3%	11.4%	17.5%	-1.2%

# Whole records from above:
# Shown for `CCS(=O)(=O)NCCc1cc2c(OC)ccc(OC)c2[nH]c1=O` → TexasRed fluor: 1.8%; L3MBTL1 inh: -12.6%; Tau fibril ThT: 0.6%; KDM4E inh: -6.1%; TRb-SRC2 inh: -8.7%; GoLoco inh red: 0.2%; RECQ1 inh: -3.6%; Tau fibril FP: 7.2%
# Shown for `Cc1ccc2cc(CCNC(=O)c3c(-c4ccccc4Cl)noc3C)c(=O)[nH]c2c1` → TexasRed fluor: -3.6%; L3MBTL1 inh: 7.2%; Tau fibril ThT: -6.3%; KDM4E inh: ?; TRb-SRC2 inh: -4.8%; GoLoco inh red: 0.2%; RECQ1 inh: -5.2%; Tau fibril FP: 0.1%

# (next part)
# Values run as follows: TexasRed fluor	L3MBTL1 inh	Tau fibril ThT	KDM4E inh	TRb-SRC2 inh	GoLoco inh red	RECQ1 inh	Tau fibril FP
Cc1cccc(N2CCN(C(=O)CCCn3ncn4c(cc5occc54)c3=O)CC2)c1C
  1.2%	·	?	·	-12.0%	·	·	3.4%
CCn1c(SCC(=O)Nc2ccc3c(c2)OCCO3)nnc1-c1c[nH]c2ccccc12
  -1.8%	-1.6%	?	3.9%	-2.4%	-3.3%	-13.2%	-0.9%
O=C(NCc1cccs1)C1CCN(C(=O)N2CCOc3ccccc32)CC1
  0.562µM*[quencher]	·	-10.9%	·	-10.2%	·	·	13.8%
N#Cc1nc(-c2ccco2)oc1N1CCc2ccccc2C1
  -5.9%	·	?	?	-0.7%	32.3%[activator]	i	-2.3%
O=S1(=O)c2ccccc2C(CCO)N1Cc1ccccc1 (stereo unspecified)
  -1.0%&-2.9%	·	11.1%	-2.2%	-9.9%&0.8%	-2.4%	-5.4%&-6.8%	3.0%
CN(C)c1ccc(/C=N/N2C(=S)SC(C)(C)C2N(O)C(=O)Nc2ccc([N+](=O)[O-])cc2)cc1 (stereo unspecified)
  0.2%	-13.5%	17.8µM*	-1.0%	8.9%	6.2%	?	5.6%
COc1cc(C=C2C(=O)OC(C)(C)OC2=O)cc(Cl)c1OCC(=O)Nc1ccccc1
  1.2%	-11.2%	-9.9%	13.8%	-11.2%	-2.0%	-0.1%	-5.6%
Nc1nnc(SCC(=O)Nc2cc(C(F)(F)F)ccc2N2CCOCC2)s1
  -0.9%	·	-3.9%	8.5%	-30.1%	5.9%	-11.3%	6.6%
Nn1c(SCc2ccccc2F)nnc1-c1cccnc1
  -1.2%	15.8%	2.1%	5.1%	0.9%	5.0%	6.9%	-4.6%
O=[N+]([O-])c1ccccc1NCCNS(=O)(=O)c1ccc(Cl)cc1
  0.0%	-12.8%	-9.8%	-2.0%	-10.6%	5.0%	-9.9%	1.2%
CCOC(=O)c1c(CSc2ccccc2)n(C)c2cc(Br)c(O)c(CN(C)C)c12
  1.3%	-19.9%	-17.2%	-9.1%	7.1%	22.4µM*	i	-2.0%
CCOc1cc(C2C(C(=O)c3ccccc3)=C(C(=O)OC)Nc3nnnn32)ccc1O (stereo unspecified)
  -1.1%	5.2%	-19.8%	4.5%	-10.2%	5.6%	-7.0%	-4.0%
O=C(CSc1n[nH]c(-c2ccccc2O)n1)N1CCOCC1
  -5.1%	27.7%	6.4%	?	-1.5%	6.2%	-2.9%	6.2%
CCCCCCCCCCCCCCCC(=O)NCC(=O)O
  -1.0%	·	-3.5%	5.1%	0.9%	-3.5%	-8.2%	4.9%
O=C(/C=C/c1ccccc1)OCCCCN=C1NS(=O)(=O)c2ccccc21
  -1.6%	9.2%	-0.3%	7.5%	-5.5%	-7.0%	12.4%	-9.6%
CNS(=O)(=O)c1cccc(C(=O)OCC(=O)C23CC4CC(CC(C4)C2)C3)c1
  -1.7%	·	-7.3%	-14.2%	-1.4%	13.1%	i	-4.4%
COC(=O)c1ccc(SCC(=O)N2CCC(C)CC2)c([N+](=O)[O-])c1
  -0.8%	-3.6%	-6.9%	-0.2%	-12.8%	6.9%	-2.7%	?
CCOC(=O)c1c(C)c(-c2ccccc2)n(CC(=O)NCCc2cccc(C)c2)c1C
  -13.3%	·	-3.9%	·	3.9%	·	·	5.6%
Cc1ccc(-n2c(N)c(C(=O)N3CCOCC3)sc2=S)cc1
  -2.0%	-3.1%	2.5%	?	-21.6%	-8.7%	-3.6%	1.8%
CC(C)C(NC(=O)c1ccccc1)C(=O)N/N=C\c1ccco1 (stereo unspecified)
  -4.6%	-4.0%	-5.9%	-3.9%	5.4%	-3.6%	0.1%	2.5%

# Screens (PubChem BioAssay)
